Sm TGR block = blocks Schistosoma mansoni thioredoxin glutathione reductase. Q962Y6. purified TGR, DTNB reduction, TNB absorbance 405 nm. Potency, µM (top dose mostly 114 µM), for inactives: top-dose activity change, negative = inhibition, hits mostly inhibitors. hit rate 3% among 360,000; also: potency is read from the fitted curve at half-maximal effect; nearly all actives have a fitted effect of over 60% in size
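TGR 20 nM + NADPH 100 uM (dispensed conc.), cpd preinc 15 min RT; start with NADPH (500 uM addition) then DTNB (15 mM addition). Kinetic TNB absorbance, 405 nm filter. Four-parameter Hill fit across titration.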
AMA1 RON2 block = AMA1-RON2 (P. falciparum) interaction inhibition; Potency, µM (doses to about 58.2 µM), for the others: at the top dose activity change, negative = inhibition, most hits filed as inhibitors; hit rate 0.2% among 360,000; AlphaScreen AMA1-biotinylated RON2 peptide binding;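 also: potency is read from the fitted curve at half-maximal effect; 0% = vehicle wells and -100% = peptide control; nearly all actives have a fitted effect of over 45% in size; some results filed as inactive show a strong effect at the top dose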
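AMA1 (3D7) with his tag at 25 nM final met compounds first, then biotinylated RON2 peptide at 25 nM; detection used donor plus acceptor beads, 10 µg/mL apiece, read by AlphaScreen after 30 min at room temperature.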
AmpC inh detg = AmpC beta-lactamase inhibition with detergent present; Potency, µM (titrated, usually from 114 µM), for inactives: top-dose activity change, negative = inhibition, most hits filed as inhibitors; AmpC hydrolysis of nitrocefin, absorbance 480 nm, 0.01% Triton; hit rate 0.041% among 370,000; P00811; AID 485294;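 also: potency is read from the fitted curve at half-maximal effect; 0% = no-compound wells and -100% = no-enzyme wells; nearly all actives have a fitted effect of over 25% in size; some results filed as inactive show a strong effect at the top dose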
Target sequence (P00811 whole entry, looked up): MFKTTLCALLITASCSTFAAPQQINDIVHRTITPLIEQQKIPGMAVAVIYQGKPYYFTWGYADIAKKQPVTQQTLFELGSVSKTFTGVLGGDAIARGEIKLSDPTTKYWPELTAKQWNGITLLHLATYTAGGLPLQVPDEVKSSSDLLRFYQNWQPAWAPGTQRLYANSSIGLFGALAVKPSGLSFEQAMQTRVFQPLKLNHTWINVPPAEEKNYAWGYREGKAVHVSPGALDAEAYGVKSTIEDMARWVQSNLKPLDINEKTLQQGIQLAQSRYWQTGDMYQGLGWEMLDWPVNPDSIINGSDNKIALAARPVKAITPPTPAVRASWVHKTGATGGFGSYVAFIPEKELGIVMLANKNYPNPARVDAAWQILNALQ
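AmpC (5.3 nM in the dispensed reagent) in 20 mM phosphate pH 7.0 with 0.01% (detergent screen) or 0.0001% Triton X-100 was preincubated with compounds for 15 min at room temperature. Nitrocefin was then added from an 800 uM solution, and hydrolysis was followed at 480 nm.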
HCV inh = inhibitors of hepatitis C virus infection; Huh7.5.1 HCVcc-Cre infection, luciferase reporter, 44 h; Potency, µM (top dose mostly 41.8 µM), inactives show at the highest dose activity change, negative = inhibition, usual class: inhibitors; hit rate 3.4% among 340,000; AID 651820; also: potency is read from the fitted curve at half-maximal effect
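HCVcc-Cre virus at an moi near 0.5 was added right after compound to cells cultured 4 h from seeding (1,000 cells/well). Luciferase activity was determined 44 h later, 15 min after substrate addition at RT.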
HCMV inh = human cytomegalovirus inhibition | HFF cells, HCMV-luciferase reporter, 72 h; active compounds read low | activity change, negative = inhibition, % at 57.5 µM | hit rate 4.5% among 410,000 | AID 1259415; in the data active = activity change below about -60%; inconclusive = no clear call, values can overlap the other calls; inactive = above about -39%
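Two-dose cell screen: HFF monolayers treated with compounds and infected with luciferase-expressing HCMV at 1 PFU/cell, 72 h at 37C, then lysed for luciferase measurement.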
FBPA Giardia inh = Giardia lamblia aldolase inhibition; Potency, µM (highest dose often 59.6 µM), for inactives: at the highest dose activity, negative = inhibition, most hits filed as inhibitors; purified Giardia FBPA; hit rate 0.71% among 290,000; AID 2451; also: potency is read from the fitted curve at half-maximal effect; nearly all actives have a fitted effect of over 55% in size
Target sequence (A8B2U2 whole entry, looked up): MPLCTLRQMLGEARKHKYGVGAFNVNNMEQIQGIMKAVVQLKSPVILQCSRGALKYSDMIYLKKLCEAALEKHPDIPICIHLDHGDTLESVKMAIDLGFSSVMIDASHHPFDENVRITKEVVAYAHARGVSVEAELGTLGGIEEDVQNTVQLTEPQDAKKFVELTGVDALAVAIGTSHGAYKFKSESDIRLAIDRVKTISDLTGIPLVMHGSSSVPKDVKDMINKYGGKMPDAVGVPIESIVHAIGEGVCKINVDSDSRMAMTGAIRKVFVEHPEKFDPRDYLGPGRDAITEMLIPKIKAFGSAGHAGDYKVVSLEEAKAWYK
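Giardia FBPA (40 nM reagent) was preincubated 10 min at RT with compound (up to 57.5 uM final), then substrate plus GAPDH/TPI/NAD/arsenate coupling system with diaphorase/resazurin was added; resorufin fluorescence (525/598 nm) was read after 20 min.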
* marks the source's active call; other numbers are inactive results; ? = inconclusive; nt = not tested or not shown; & = joins results of further samples; ! = not active in a repeat; [ ] = dose if it differs, or a comment. Unless noted, calls follow the shape of the dose curve; as a rule, active = well fitted curve in the direction sought with a large enough effect; inconclusive = small, poorly fitted or top-dose-only effect, or another doubt; inactive = no such curve, though single readings can be large; an effect the other way counts as inactive or inconclusive. Unless noted, % is scaled to controls: 0 for no effect and ±100 for the full control effect. Outcome played no part in choosing rows; any-hit rate near 9.3%.

Fields: Sm TGR block	AMA1 RON2 block	AmpC inh detg	HCV inh	HCMV inh	FBPA Giardia inh
O=C(Nc1ccc(F)cc1F)N1CCCN(c2ccc(C(F)(F)F)cn2)CC1
 : -1.0%	22.5%	6.9%	5.01µM*	-36.9	4.9%
CC1=C(C(=O)Nc2ccc(C)c(C)c2)C2(CCCCCC2)OC1=O
 : -0.4%	nt	7.7%	nt	0.0	nt
O=C(CCS(=O)(=O)c1cccc2nonc12)Nc1ccc(Br)cc1
 : -22.2%&-6.9%	2.1%	?	12.1%	4.3&-7.1	5.7%
C#CCN(C)Cc1ccccc1
 : 7.7%	0.1%	0.2%	-9.1%[8.37 µM]	-6.1	-4.7%
CCCn1nc(C(=O)N2CCN(S(=O)(=O)c3ccc(C)c(C)c3)CC2)c2ccccc2c1=O
 : -7.3%	-11.2%	-8.0%	14.1µM*	-10.7	nt
CCOC(=O)N1CCN(C(=O)CN(c2cc(C(F)(F)F)ccc2Cl)S(C)(=O)=O)CC1
 : 0.0%	2.1%	-15.2%	7.7%	-13.4	1.7%
O=C(NCCCCc1ccccc1)c1cccc(Br)c1
 : -2.5%	2.3%	-2.9%	-27.7%	-4.9	4.0%
COc1ccc(S(=O)(=O)Nc2ccc3c(c2)C(=O)N([C@H](C)CO)C[C@H](C)[C@@H](CN(C)S(C)(=O)=O)O3)cc1
 : nt	-1.4%	nt	8.9%	-14.2	nt
CCOC(=O)c1ccc(S(=O)(=O)NCC(C)(C)N2CCOCC2)cc1
 : 4.9%	-5.0%	1.8%	18.6%	?	-5.8%
O=C(COc1ccc(Cl)cc1)NCCc1ccccn1
 : -2.8%	0.6%	-9.7%	35.4%[activator]	-20.2	2.6%
O=C(OCc1ccc([N+](=O)[O-])cc1)c1cc(S(=O)(=O)N2CCCCC2)ccc1N1CCOCC1
 : ?	-0.3%	?	?	?	nt
CC(C)N1C(=O)CCC1C(=O)N1CCN(c2ccc(F)cc2)CC1 (stereo unspecified)
 : 3.0%	0.1%	-0.1%	8.9%	-1.8	-1.0%
Cc1ccc(OC(=O)c2cc(-c3ccc4c(c3)OCCO4)on2)c(C)c1
 : 0.4%	nt	?	nt	-18.1	nt
CC(=O)NNC(=S)NC(=O)c1ccccc1
 : 49.8%[activator]	114.8%[activator]	-0.5%	-4.9%	-11.6	?
COc1cc(Cl)c(C)cc1NC(=O)c1ccc2c(c1)OCO2
 : -4.1%	1.6%	9.1%	0.0%	89.4	8.3%
COc1ccc(N=Nc2c(N)n[nH]c2N)cc1
 : -18.5%	29.4%	-1.4%	-9.8%	-25.7	5.4%
COc1ccccc1NC(=O)COC(=O)COc1cccc2c1OC(C)(C)C2
 : 3.9%	1.8%	-3.6%	5.3%	-36.3	nt
CCOc1ccc(NC(=O)CN(C)C(=O)C2CC2C)cc1OCC (stereo unspecified)
 : -2.6%	-12.9%	-10.6%	7.1%	-29.8	nt
O=C(NC1=NCCS1)c1ccc(N2CCCC2=O)cc1
 : 9.3%	8.8%	?	19.7%	-0.7	2.5%
N#CCCN(Cc1cccnc1)C(=O)c1ccc(S(=O)(=O)N2CCOCC2)cc1
 : 0.0%	-11.4%	?	7.2%	2.8	-6.6%

Quoted at random: 2 records from the list.
Fields: Sm TGR block	AMA1 RON2 block	AmpC inh detg	HCV inh	HCMV inh	FBPA Giardia inh
O=C(OCc1ccc([N+](=O)[O-])cc1)c1cc(S(=O)(=O)N2CCCCC2)ccc1N1CCOCC1
 : ?	-0.3%	?	?	?	nt
COc1ccccc1NC(=O)COC(=O)COc1cccc2c1OC(C)(C)C2
 : 3.9%	1.8%	-3.6%	5.3%	-36.3	nt

(more compounds)
Fields: Sm TGR block	AMA1 RON2 block	AmpC inh detg	HCV inh	HCMV inh	FBPA Giardia inh
Cc1ccc2c(c1)N(CC(=O)NCc1ccccc1Br)C(=O)c1cccnc1O2
 : -1.7%	nt	8.4%	nt	0.0	nt
CCOCCCNC(=O)Cn1ncc2c([nH]c3ccc(C)cc32)c1=O
 : 1.4%	nt	21.0%	nt	31.4	nt
CCCOC(=O)Nc1ccc(N2CCCCC2)cc1
 : -0.1%	-19.2%	-3.8%	5.3%	76.0	-2.4%
CC(C)C(C)(C#N)NC(=O)CSc1nc2scc(-c3ccco3)c2c(=O)n1-c1ccccc1 (stereo unspecified)
 : ?	-16.2%	?	?	-17.0	-3.7%
COc1ccc(S(=O)(=O)N(CC(=O)Nc2ccc(Br)cc2)Cc2ccccc2)cc1
 : 6.6%	nt	-3.4%	nt	-24.9	nt
CC(C)c1cc(=O)n2c(nc3ccccc32)[nH]1
 : 7.6%	5.9%	1.5%	-15.4%	37.9	?
COc1ccc([N+](=O)[O-])cc1NC(=O)CCNC(=O)Cn1ccc2ccccc2c1=O
 : 0.5%	0.0%	-17.1%	-3.9%	-26.6	-1.0%
O=C(CCn1nc(-c2ccc(Cl)cc2)ccc1=O)NCc1ccccn1
 : ?	1.6%	?	8.4%	-3.8	-0.4%
Nc1nnc(-c2ccc(Cl)cc2Cl)s1
 : -8.7%	3.1%	0.2%	7.1%	5.7	-3.7%
CC(C)CC1NC(=O)N(CC(=O)N(C)C2CCCCC2)C1=O (stereo unspecified)
 : nt	1.1%	nt	11.6%	0.0	nt
CC(NC(=O)CCOc1ccccc1)c1ccccc1 (stereo unspecified)
 : -10.3%	5.9%	0.2%	12.7%	-8.5	-1.0%
Cc1ccc(NC(=O)c2cc3cc(OC(F)(F)F)ccc3[nH]2)cc1
 : -1.4%	10.6%	0.0%	-22.1%	-24.0	0.5%
O=c1[nH]c(Cc2cccs2)nc2scc(-c3ccc(Cl)cc3)c12
 : -1.5%	1.4%	-2.5%	-2.1%	0.9	5.4%
COc1cc(NC(=O)CCNS(=O)(=O)c2ccc3c(c2)CCN3C(=O)C2CC2)cc(OC)c1
 : 5.8%	nt	1.7%	nt	1.0	nt
COc1ccccc1CNC(=O)COC(=O)c1cccnc1SCC(=O)NCc1ccccc1OC
 : -2.8%	-6.4%	-1.8%	?	7.7	-2.3%
COc1cccc(NC(=S)NC(=O)/C=C/c2ccc(F)cc2)c1
 : -25.1%	25.7%	-17.8%	-13.7%	70.3	-14.4%
COc1ccc(NC(=O)CN(C)S(=O)(=O)c2ccc(Cl)cc2)cn1
 : -11.3%	0.7%	3.9%	-4.9%	-3.4	nt
Cc1nn(-c2ccccc2)c2nc(-c3ccco3)cc(C(=O)O)c12
 : ?	-5.4%	?	6.4%	-28.8	16.4%
O=S(=O)(c1cnc[nH]1)N1CCc2ccccc21
 : -7.3%	15.6%	-4.3%	-0.7%	44.9	-4.4%
CCC(Oc1ccc2ccccc2c1)C(=O)O (stereo unspecified)
 : 0.8%	-1.6%	-1.2%	5.2%	17.6	2.9%
O=C(CCNC(=O)c1ccc([N+](=O)[O-])cc1)Nc1ccc(F)c(F)c1F
 : -0.1%	-2.1%	1.9%	-2.4%	-25.3	7.8%
O=C(Cn1nc(C(=O)O)c2ccccc2c1=O)Nc1cc(C(F)(F)F)ccc1-n1cncn1
 : -5.0%	-5.3%	0.8%	7.9%	-23.4	nt
CN1C[C@@H]2C(c3ccc(C(F)(F)F)cc3)C3(c4ccc(C#N)cc4)CC2(C3)[C@H]1c1ccccc1 (stereo partly specified)
 : -18.6%	-4.0%	-4.7%	24.8%	-6.7	-1.5%&-2.5%
COc1cccc(-c2cccc(NC(=O)C3CCN(Cc4ccc(CO)o4)CC3)c2)c1
 : ?	-1.2%	6.3%	3.1%	20.7	nt
COc1ccc2[nH]c3c(c2c1)CCN1C(=O)C(CC(=O)NCCCn2ccnc2)C[C@H](C(=O)N(C(C)C)C(C)C)[C@@]31C (stereo partly specified)
 : nt	-19.5%	nt	-4.4%	-18.4	nt
Cc1ccc(-c2cc(C(F)F)n3ncc(C(=O)Nc4ccc(S(=O)(=O)Nc5ccccc5C)cc4)c3n2)cc1
 : 0.0%	-3.9%	?	?	19.7	1.7%
Cc1ccccc1COC(=O)CNC(=O)c1sc2ccccc2c1Cl
 : -0.1%	14.4%	0.0%	-28.0%	-32.5	nt
Cc1nnc(NC(=O)CC23CC4CC(CC(C4)C2)C3)s1
 : 1.8%	-0.4%	-5.5%	-5.3%	27.6	1.9%
O=C(CN1c2cccc3cccc(c23)S1(=O)=O)N1CCCCC1
 : nt	4.5%	nt	6.3%	-29.8	nt
COCC(=O)N(Cc1ccco1)c1nnc(C2CCOC2)s1 (stereo unspecified)
 : 0.0%	-12.9%	-4.4%	5.0%	43.4	3.4%
CCN1C(=O)C(=O)N(Cc2ccc(OC)c(F)c2)C1=O
 : -8.0%	9.9%	-4.0%	10.1%	28.3	5.4%
CCOC(=O)c1ccc(NC(=O)N2CCN(C3CCCCC3)CC2)cc1
 : 15.7%	6.3%	-3.0%	-7.9%	13.1	3.9%
COc1ccc2cc(-c3cc(C(=O)O)c4ccccc4n3)ccc2c1
 : 1.9%	11.5%	8.2%	18.0%	-60.8*	15.6%
COc1ccc(N2CCN(C(=S)NCc3ccccc3)CC2)cc1
 : 7.8%	0.0%	-7.9%	-16.9%	9.5	1.2%
O=C(/C=C/c1ccc(Cl)cc1Cl)c1cccnc1
 : 8.91µM*	-5.2%	10.3%	8.4%	?	-22.5%
CC(C)(CN1CCOCC1)NS(=O)(=O)c1ccccc1
 : 6.8%	2.2%	-9.9%	23.9%	-29.2	4.2%
COC(=O)c1c(NC(=O)CCc2ccc(C)o2)sc(C)c1C
 : 39.8µM*	15.4%	7.4%	?	32.0	-1.1%
Cc1c(C)c2c(OCC(=O)NCC(O)c3ccccc3)cc3c(c2oc1=O)CCC(C)(C)O3 (stereo unspecified)
 : -18.4%	-4.5%	-5.1%	-17.4%	-25.6	-12.0%
Cc1ccc(C)c(CN2CCC(CNC(=O)Nc3ccc(Br)cc3F)CC2)c1
 : 13.3%&3.2%	-1.7%	-0.4%&-0.5%	?	-78.5*!	11.3%
CCCn1c(CCNc2nc(-c3ccc(Cl)c([N+](=O)[O-])c3)cs2)nc2cc(Cl)c(Cl)cc21
 : -14.2%	-3.5%	?	-18.2%	8.0	?
COc1ccc(NC(=O)c2ccccc2NC(=O)c2cccs2)cc1
 : -0.2%	8.0%	-10.5%	?	-14.1	6.3%
O=C(c1cccc(F)c1)N1CCCC(C(=O)N2CCN(c3ccccc3)CC2)C1 (stereo unspecified)
 : -7.5%	-14.6%	-2.5%	2.5%	-0.2	7.2%
O=C(C1CCN(S(=O)(=O)c2cc(Cl)ccc2Cl)CC1)N1CCCC1
 : 0.7%	12.9%	-2.1%	8.0%	-24.5	nt

From PubChem
